# Bioassay records as filed in PubChem BioAssay.
# NPY-Y2 antag – antagonists of human neuropeptide Y receptor Y2; inhibition, % at 2.7 µM; AID 793; 0.99% of 140,000 active; NPY-Y2 expressing cells, antagonist mode; P49146; in the data active means inhibition above about 17%;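 further: 0% = vehicle with agonist challenge and 100% = reference antagonist with challenge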
# Target sequence (P49146 whole entry, looked up): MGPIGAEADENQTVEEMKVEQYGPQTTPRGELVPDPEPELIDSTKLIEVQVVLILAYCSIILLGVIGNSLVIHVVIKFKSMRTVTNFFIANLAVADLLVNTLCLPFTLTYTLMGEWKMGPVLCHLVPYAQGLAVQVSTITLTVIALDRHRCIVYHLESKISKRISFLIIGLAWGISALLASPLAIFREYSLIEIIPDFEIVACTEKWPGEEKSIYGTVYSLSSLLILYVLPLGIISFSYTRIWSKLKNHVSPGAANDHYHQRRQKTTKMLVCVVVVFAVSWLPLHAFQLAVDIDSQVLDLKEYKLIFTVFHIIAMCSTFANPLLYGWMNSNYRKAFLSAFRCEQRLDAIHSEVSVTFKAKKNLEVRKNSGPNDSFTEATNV
# HCT116 PTEN-null – growth suppressors of cells with PTEN tumor suppressor deletion; 1.2% of 140,000 active; AID 827; HCT116 PTEN-null viability, CellTiter-Glo, 60 h; hits give low values; viability, % at 10 µM;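 active means viability at or below a set limit, 4 SD under the median of all tested compounds, cut at about 3.7% in these data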;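 further: PTEN knockout HCT116 line with beta catenin targeted HCT116 as companion control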
# Phagocyt inh – inhibitors of macrophage phagocytosis. 0.07% of 110,000 active. J774A.1 macrophage IgG-bead phagocytosis, imaging. inhibition, % at 5 µM;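 active means inhibition above the mean of the plate negative controls plus 5 SD, cut at about 13% in these data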;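 further: phagocytic index as fraction of beads internalized from green versus red external bead signal; plate controls were DMSO negative control for no effect and cytochalasin-D positive control for full effect; some results beyond the cut were filed as inactive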
# MRP1 act – MRP-1 activation | H69AR cells + doxorubicin, viability rescue, CellTiter-Glo | viability increase, % at 10 µM | 0.61% of 140,000 active | AID 799;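 active means viability gain under doxorubicin at or above a set limit, the compound median plus 3 SD, cut at about 4.7% in these data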;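 further: MRP-1 overexpressing cells given doxorubicin 25 µM after compound pretreatment; 18-22 h compound pretreatment then 72 h with doxorubicin before readout; 0% = doxorubicin-only wells and 100% = vehicle-treated cells without doxorubicin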
# HCT116 bCat-KO – beta-catenin-lacking colon tumor cell growth suppression. HCT116 beta-catenin knockout viability, CellTiter-Glo, 60 h; hits give low values. viability, % at 10 µM. 1.5% of 140,000 active. AID 818;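 active means viability at or under a set limit, the compound median less 4 SD, cut at about 6% in these data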;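 further: 0% = Hyamine 1622 control at 20 µM and 100% = untreated cell control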
# Measles CPE – protection of cells from measles virus | protection (pct of control), % at 4 µM | 1.5% of 140,000 active | Measles virus-infected cells, CPE protection, absorbance | AID 841; in the data active means protection mostly above about 24%, no sharp cut-off; inactive means mostly below about 26%; further: some compounds called inactive have numbers as strong as hits
# E-sel TNF inh – blocks E-selectin expression induced by TNF alpha; 0.71% of 120,000 active; HUVEC TNFa-induced E-selectin immunofluorescence, high content; inhibition, % at 2 µM;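 active means inhibition above the batch mean plus 3 SD, and confirmed as a hit on visual image review, cut at about 43% in these data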;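 further: 0% = TNF-stimulated DMSO wells and 100% = unstimulated control wells; not every result past the cut was called active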
# Yeast growth inh – yeast BB579 growth reduction in restrictive medium. S. cerevisiae BB579 growth, OD615, 48 h. inhibition, % at 10 µM. 0.51% of 140,000 active. AID 804;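 active means inhibition above a set limit, 3 SD over the mean compound inhibition, cut at about 44% in these data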; further: inactives centre near -24
#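 Assay system: S. cerevisiae DeaD strain BB579 yeast. Medium: CSMM-D restrictive synthetic medium containing dextrose (glucose). Times: 4 h cell preincubation, 48 h compound exposure, 30 °C humidified. Signal: OD615 turbidity measurement. Benchmarks: positive control amphotericin B 10 µg/mL.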
# Yeast lifespan up – extends the lifespan of yeast | AID 775 | inhibition of the nicotinamide effect, % at 10 µM | S. cerevisiae growth with nicotinamide, OD615; deaD strain in restrictive glucose medium | 0.68% of 130,000 active;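 active means inhibition above a set limit, placed 3 SD over the median of all compounds, cut at about 26% in these data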;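 further: 0% = nicotinamide-treated wells and 100% = cells grown without nicotinamide; some compounds called inactive have numbers as strong as hits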
#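 Buffer or medium: CSMM-D glucose medium, restrictive; test system: modified budding yeast, DeaD strain; compound: single dose 10 µM compound, 0.25% DMSO; schedule: culture preincubation 4 h, compound exposure 48 h, both 30 °C; detection: optical density (absorbance) at 615 nm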
# GALR2 antag – blocks the human galanin receptor 2 | O43603 | GALR2-expressing cells, antagonist mode | inhibition, % at 4 µM | 0.39% of 140,000 active | AID 828; in the data active means inhibition above about 27%;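 further: cells stimulated with galanin 1-16 at roughly its EC80; 0% = agonist challenge control and 100% = basal control without agonist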
# Target sequence (O43603 whole entry, looked up): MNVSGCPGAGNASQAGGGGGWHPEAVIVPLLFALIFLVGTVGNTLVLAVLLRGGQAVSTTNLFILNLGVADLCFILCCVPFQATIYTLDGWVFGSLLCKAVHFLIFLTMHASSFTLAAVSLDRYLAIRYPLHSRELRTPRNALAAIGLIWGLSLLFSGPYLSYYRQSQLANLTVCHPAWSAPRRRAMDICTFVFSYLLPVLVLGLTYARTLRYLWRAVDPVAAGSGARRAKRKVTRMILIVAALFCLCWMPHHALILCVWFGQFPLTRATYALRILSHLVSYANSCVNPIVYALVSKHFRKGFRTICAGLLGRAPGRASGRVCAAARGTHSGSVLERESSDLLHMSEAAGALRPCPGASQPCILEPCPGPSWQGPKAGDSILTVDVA
# Starred values were filed as active, the others as inactive; · = no result given.
SMILES,NPY-Y2 antag,HCT116 PTEN-null,Phagocyt inh,MRP1 act,HCT116 bCat-KO,Measles CPE,E-sel TNF inh,Yeast growth inh,Yeast lifespan up,GALR2 antag
COc1ccc(C(=O)NC(C(=O)N2CCc3ccccc32)C(C)C)cc1 (stereo unspecified),0.9,96.0,-1.6,0.6,94.1,26.6,10.4,-27.7,-0.2,2.4
Cc1nnc(SCC(=O)Nc2nsc(-c3ccccc3)n2)s1,0.0,92.5,-0.3,-2.8,105.9,6.5,3.0,-17.7,-17.2,-0.9
COC(=O)C(c1cc(OC)c(O)c(OC)c1)(N1CCNC(C)C1)C(F)(F)F (stereo unspecified),3.2,88.2,0.0,-1.2,89.5,9.2,-27.9,-32.5,-3.0,10.2
O=C(CSc1nc2cc(Cl)ccc2s1)NCc1ccc2c(c1)OCO2,15.8,106.9,-4.2,-1.5,99.0,7.5,·,7.2,7.4,6.2
COc1ccc(Oc2cc(F)nc(N)n2)cc1,0.9,102.1,·,-0.8,107.2,8.1,50.1,-12.1,-4.1,8.9
CCCCn1ccc(O)c(Cc2ccc(F)cc2)c1=O,4.7,105.2,0.3,1.4,101.5,8.5,-12.7,-68.8,-4.6,2.1
Cc1c(Cl)c([N+](=O)[O-])nn1CC(=O)Nc1ccc2c(c1)OCO2,2.8,97.5,-3.9,-3.5,89.4,3.6,-1.4,-27.3,-0.8,4.0
COc1cc(CC(=O)NCc2ccco2)cc(OC)c1OC,-1.1,92.5,-0.1,-1.6,96.7,36.3,-2.7,-7.2,-7.6,0.1
O=c1[nH]cnc2c1N1CCC2CC1,7.4,96.9,0.4,-0.7,94.5,13.0,6.9,-40.1,-2.8,-4.6
CC1=NN(c2nc(-c3ccc(F)cc3)cs2)C(=O)C1,-2.5,117.0,·,0.9,105.3,5.0,16.7,-27.5,4.6,-3.7
Cc1ccc(CNC(=O)C2CC(c3ccc([N+](=O)[O-])cc3)=NO2)cc1 (stereo unspecified),7.6,94.9,1.6,-0.6,84.8,10.2,-11.0,-29.9,-29.5,-9.3
O=C(N/N=C/c1ccco1)c1ccc(N2CCCC2=O)cc1,0.0,96.5,-8.6,2.6,96.8,4.8,-7.8,-14.2,-1.1,-7.1
CC(C)(C)NS(=O)(=O)c1ccc(CCC(=O)NCc2cccnc2)cc1,0.0,88.1,-0.4,-3.4,89.8,3.9,-7.0,-9.1,-2.7,11.4
Cc1nn(C)c(C)c1NC(=O)c1ccnn1C,2.2,90.4,-0.6,-1.9,82.5,2.0,·,-26.1,-2.1,-4.0
O=C(O)CN1CCCC1=Nc1ccccc1,-2.6,97.1,0.6,-2.9,95.5,25.0,13.5,-13.6,-6.6,-7.1

# Single records, from the list above.
# `CC1=NN(c2nc(-c3ccc(F)cc3)cs2)C(=O)C1` in the list: NPY-Y2 antag: -2.5; HCT116 PTEN-null: 117.0; Phagocyt inh: ·; MRP1 act: 0.9; HCT116 bCat-KO: 105.3; Measles CPE: 5.0; E-sel TNF inh: 16.7; Yeast growth inh: -27.5; Yeast lifespan up: 4.6; GALR2 antag: -3.7
# `Cc1ccc(CNC(=O)C2CC(c3ccc([N+](=O)[O-])cc3)=NO2)cc1` (stereo unspecified) in the list: NPY-Y2 antag: 7.6; HCT116 PTEN-null: 94.9; Phagocyt inh: 1.6; MRP1 act: -0.6; HCT116 bCat-KO: 84.8; Measles CPE: 10.2; E-sel TNF inh: -11.0; Yeast growth inh: -29.9; Yeast lifespan up: -29.5; GALR2 antag: -9.3

# The list goes on:
SMILES,NPY-Y2 antag,HCT116 PTEN-null,Phagocyt inh,MRP1 act,HCT116 bCat-KO,Measles CPE,E-sel TNF inh,Yeast growth inh,Yeast lifespan up,GALR2 antag
Cc1ccccc1Nc1nc(N)nc(CSc2nc3ccccc3s2)n1,8.9,92.2,·,-0.3,93.5,1.7,·,-20.4,-5.0,12.6
CCCCn1nc(C(=O)O)ccc1=O,2.9,98.8,-0.8,-0.8,95.4,17.4,-33.4,6.2,-7.2,-4.0
CCc1nnc2sc(-c3ccc(NC(=O)c4ccc5c(c4)OCCO5)cc3)nn12,0.3,78.7,1.6,3.0,75.1,7.2,2.8,-28.2,-15.9,2.4
Cn1cnnc1SCc1ccc(C(=O)N/N=C(\CCC(=O)O)c2ccc(C(C)(C)C)cc2)cc1,3.5,106.4,-8.7,-0.4,91.2,22.3,·,-3.8,-3.2,3.6
O=c1c2ccccc2[nH]c(=S)n1Cc1cccs1,1.0,91.5,-3.3,-2.5,92.5,20.7,1.5,-30.0,-2.2,-1.1
O=C(NCc1cccnc1)/C(=C\c1ccc(-c2ccc(Cl)c(Cl)c2)o1)S(=O)(=O)c1ccccc1,17.1*,1.5*,6.3,-5.3,1.8*,1.1,·,-36.8,0.0,22.9
CCCS(=O)(=O)N1CCN(C(=O)c2cccs2)CC1,1.0,96.9,-0.7,-1.2,92.8,4.1,-3.0,-31.4,-5.8,-2.2
O=C(COc1ccc(/C=N/NC(=O)CSCc2ccc([N+](=O)[O-])cc2)cc1)NCc1ccco1,0.5,83.1,-8.9,-0.4,76.8,15.3,·,-12.8,-1.6,8.6
CCN(C(=O)CSc1ncn[nH]1)C1CCCCC1,-0.1,105.9,-1.0,-0.6,88.1,1.8,23.7,-13.8,-2.7,-5.0
O=C(Cn1nnc(-c2cccc(C(F)(F)F)c2)n1)N1CCOCC1,-0.3,86.8,-0.9,-1.8,97.3,5.2,·,-30.3,-31.3,12.1
COC(=O)[C@@]1(Cc2ccc(F)cc2)[C@H]2c3cc(C(=O)N4CCCC4)n(CCO)c3C[C@H]2CN1C(=O)c1ccccc1,0.7,87.6,·,-2.3,88.3,12.3,-33.8,-13.3,-1.5,7.4
O=C(CCCc1nc(-c2ccccc2Cl)no1)NC1CCCCC1,6.3,104.6,-0.7,-0.1,109.4,5.5,-27.6,-19.5,-12.7,2.6
COc1ccc(S(=O)(=O)N(CC(=O)O)c2ccccc2)cc1,2.7,86.5,-0.3,-1.4,90.1,0.5,-39.4,-16.5,-3.4,-6.6
COc1ccc(N=C2S/C(=C\c3cccs3)C(=O)N2CC(C)C)cc1,2.3,97.2,-3.0,0.4,87.0,19.6,21.4,-52.4,4.6,6.1
Cc1nc(SCC(=O)c2ccc(F)cc2)n[nH]1,2.0,95.1,1.0,-2.8,98.5,12.5,·,-4.0,-6.4,2.6
COC(=O)C1=C(C)NC2=C(C(=O)CC(C)(C)C2)C1c1cnn(C)c1C (stereo unspecified),0.3,87.8,-4.1,-1.6,90.7,31.4,·,1.9,6.6,-8.5
CCCOc1cccc(C2/C(=C(/O)c3ccc(OC)cc3)C(=O)C(=O)N2CCN(C)C)c1 (stereo unspecified),-2.1,101.7,0.1,-1.6,99.0,6.4,3.9,-19.8,-23.4,2.4
Cc1[nH]n(-c2ccccc2)c(=O)c1C(c1cccc([N+](=O)[O-])c1)c1c(C)[nH]n(-c2ccccc2)c1=O,0.9,84.4,-1.4,-0.8,87.5,24.1,-5.0,-30.6,29.9*,-3.9
Cc1ccc(S(=O)(=O)NCC(=O)N2CCCCC2)cc1,0.7,91.7,-0.6,-1.6,93.5,3.7,·,20.0,-8.9,-5.5
O=C(O)CNC(=O)CC12CC3CC(CC(C3)C1)C2,-2.0,88.7,-0.2,-2.2,93.9,17.9,·,-37.7,30.9,-3.9
Cc1cccc(C)c1OCC(=O)NCc1nnc(SCC(=O)NC2CCCCC2)n1C,2.8,102.2,-0.3,0.1,94.8,11.2,-10.8,-47.5,-1.6,-0.5
CC(=O)c1c(OC(=O)c2ccco2)c2ccccc2n1C,4.2,97.3,0.3,-4.7,92.6,13.9,12.3,-39.1,-8.4,4.7
CCc1ccc(C(=O)CN(C#N)c2nc(C)cc(C)n2)cc1,2.1,83.8,·,-5.7,87.2,0.6,-19.8,-39.8,0.2,-2.6
Cc1ccn2c(NCc3ccc4c(c3)OCO4)c(-c3ccc(O)cc3)nc2c1,8.9,106.4,0.0,-4.4,90.9,9.4,·,-2.7,-7.5,-7.9
CCOC(=O)CC1C(=O)NCCN1C(=O)Nc1ccc(Cl)cc1 (stereo unspecified),0.4,112.4,2.8,-0.4,98.0,13.1,6.5,-45.2,-16.1,-6.3
O=C(C1=C(O)C(=O)N(CCCN2CCOCC2)C1c1ccccn1)c1cc2ccccc2o1 (stereo unspecified),-1.6,99.4,-0.7,-2.7,93.7,10.8,·,0.5,-5.7,5.7
O=C(NNC(=O)c1cccc2ccccc12)c1ccco1,-1.0,87.0,-4.7,-0.8,100.5,18.4,-23.8,-5.3,-0.2,9.2
CCOc1cc(-c2noc(CCCC(N)=O)n2)cc(Br)c1OC,10.5,87.6,-0.4,-0.5,98.8,13.5,-38.0,-20.7,-4.7,-3.5
Cc1ccc(CNC(=O)COc2ccc(C)nc2[N+](=O)[O-])cc1,7.2,96.3,0.0,-2.1,100.6,22.9,·,-21.6,-1.1,-1.8
Cc1cccc(C)c1NC(=O)CC(NCCc1ccccc1)C(=O)O (stereo unspecified),-1.3,98.9,-3.8,-0.1,92.0,5.7,·,-30.2,1.2,-6.6
O=C(O)C1C2C=CC3(CN(Cc4ccccn4)C(=O)C13)O2 (stereo unspecified),-0.4,98.3,·,0.5,92.4,16.5,-21.3,-58.4,-14.8,2.3
COc1ccc(OCCC(=O)NCc2ccccc2)cc1,0.7,97.9,-0.5,0.5,99.5,19.3,-38.5,8.6,-15.9,-4.6
CSCCC(NC(N)=O)C(=O)NCc1cccc(Cl)c1 (stereo unspecified),3.8,101.4,-0.2,0.5,94.1,9.6,11.0,-9.8,-7.2,18.3
CCN(CC)S(=O)(=O)c1ccc(Cl)c(C(=O)Nc2ccc(Cl)cc2[N+](=O)[O-])c1,7.0,35.4,-7.5,-2.6,44.5,4.6,7.5,-21.0,5.5,28.4*
CCn1c2ccccc2c2cc(CN3CCN(S(=O)(=O)CC)CC3)ccc21,1.6,67.1,-10.2,-3.3,72.2,4.2,3.7,-23.8,-1.3,2.9
O=C1CC(c2ccccc2)CN1S(=O)(=O)c1ccccc1 (stereo unspecified),0.6,83.9,0.0,0.0,100.6,27.4,·,-40.0,-3.0,6.6
COCCNC(=O)c1c(N)n(CCCn2ccnc2)c2nc3ccccc3nc12,-3.8,90.6,-0.4,-4.6,100.2,7.0,-10.3,-34.7,-18.5,11.6
O=C(Cn1ncc2c(=O)oc3ccccc3c21)NCCC1=CCCCC1,5.8,96.2,-0.3,-1.0,99.1,0.8,6.3,-31.1,-2.5,14.3
CCC(C)C(=O)N1c2ccccc2C(=C2SC(C(=O)OC)=C(C(=O)OC)S2)C(=S)C1(C)C (stereo unspecified),5.8,61.6,0.4,-0.3,60.0,6.7,·,-85.0,0.8,-10.8
O=C(c1sc(N2CCOCC2)nc1-c1ccccc1)N1CCCCC1,2.5,94.3,-7.6,-2.1,96.1,10.2,·,-17.2,1.1,6.5
CCOC(=O)Cc1csc(SCC(=O)/C(C#N)=C(\C)N)n1,2.2,84.2,1.7,0.7,83.8,8.8,13.6,-46.1,-9.5,-4.0
CCOC(=O)c1ccccc1NC(=O)/C=C/c1cc(OC)c(OC)c(OC)c1,2.0,100.7,0.0,-1.4,103.7,8.8,-0.6,-14.8,-11.2,0.7
